Compound activity: PubChem BioAssay, The Scripps Research Institute Molecular Screening Center
hcDAF-12 act: activators of H. contortus DAF-12 nuclear receptor; AID 652067; HEK293 hcDAF-12 lit1-tk-luc reporter, luminescence; 0% DMSO, 100% Δ7-dafachronic acid; activation, % at 6.8 µM; 370,000 tested, 1.4% active;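 active means activation above the mean of all tested compounds plus 3 SD, cut at about 5.5% in these data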;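 further: 100% = response to 3 µM Δ7-dafachronic acid high control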
DAX1 inh-1: blocks DAX1 repression of SF-1 activated StAR promoter. inhibition, % at 6.8 µM. AID 652010. 370,000 tested, 1.1% active. HEK293T StAR-luciferase reporter, SF-1/DAX-1 repression relief;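 active means inhibition above the mean over all tested compounds plus 3 SD, cut at about 3.6% in these data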;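 further: 0% = DAX-1 cells with DMSO and 100% = cells lacking DAX-1 with DMSO; higher inhibition means more luminescence from relief of DAX-1 repression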
hgDAF12 agonist: hgDAF-12 agonism, primary luciferase screen. activation, % at 6.8 µM. 370,000 tested, 1.8% active. HEK293 GAL4-hgDAF12 UAS-luciferase reporter, agonist luminescence; normalized to butyrate control;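 active means activation above a cutoff set at the mean of all screened compounds plus 3 SD, cut at about 10% in these data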;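 further: 0% = DMSO wells and 100% = sodium butyrate wells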
sPLA2-III inh: Blocks human group III sPLA2 activity | Q9NZ20 | QFRET BODIPY PC-A2 liposome hydrolysis, fluorescence | inhibition, % at 12.2 µM | 370,000 tested, 0.56% active | AID 743126;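 active means inhibition above mean plus 3 SD of compounds lying within the high and low control bounds, cut at about 19% in these data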;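 further: 0% = median of test compound wells and 100% = no enzyme DMSO wells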
ssDAF-12 act: activators of S. stercoralis DAF-12 nuclear receptor; 370,000 tested, 1% active; HEK293 ssDAF-12/GRIP1 lit1-tk-luc reporter, luminescence; % of 3 µM dafachronic acid response; activation, % at 6.8 µM;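 active means activation above the mean over all tested compounds plus 3 SD, cut at about 0.9% in these data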;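 further: 0% = DMSO-only wells and 100% = 3 µM delta7-dafachronic acid wells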
ADAM17 inh: inhibitors of human ADAM17 | 370,000 tested, 0.83% active | recombinant ADAM17, EDANS/DABCYL FRET peptide cleavage | inhibition, % at 6.95 µM | P78536;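 active means inhibition above the mean of compounds lying between control limits plus 3 SD, set per campaign, cut at about 8.5% in these data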;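 further: 0% = DMSO-only wells as the low control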
DAX1 inh-2: inhibits human nuclear receptor DAX1 | HEK293 Gal4-DAX1 luciferase reporter, luminescence | inhibition, % at 6.75 µM | 340,000 tested, 0.99% active | AID 504766;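 active means inhibition above the mean over all tested compounds plus 3 SD, cut at about 4.2% in these data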;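 further: 0% = DAX1-transfected cells with DMSO and 100% = empty-vector control cells with DMSO; inhibition shows as a rise in luminescence from relieved DAX1 repression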
GAA850 FXN act: increases GAA850 frataxin promoter reporter activity; HEK293 lucGAA850 FXN promoter luciferase reporter, 24 h; percent of 10 µM SAHA response; activation, % at 6 µM; 360,000 tested, 0.56% active;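 active means activation above the average of all compounds screened plus 3 SD, cutoff fixed separately per campaign, cut at about 7.5% in these data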;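 further: 0% = DMSO wells and 100% = 10 µM SAHA wells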
PLCg1 inh: blocks human PLC-gamma1 enzyme activity | P19174 | purified PLC-gamma1, fluorogenic substrate, fluorescence | inhibition, % at 12.2 µM | 370,000 tested, 0.84% active | AID 720700; in the data active means inhibition above about 9.5%
PLCb3 inh: PLC-beta3 (human) inhibition, primary screen; 370,000 tested, 0.18% active; inhibition, % at 12.2 µM; Q01970; Purified PLC-beta3, fluorogenic substrate, fluorescence; in the data active means inhibition above about 11%;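 further: 0% = median of compound wells on plate and 100% = full blocker control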
Target sequence (Q01970 whole entry, looked up): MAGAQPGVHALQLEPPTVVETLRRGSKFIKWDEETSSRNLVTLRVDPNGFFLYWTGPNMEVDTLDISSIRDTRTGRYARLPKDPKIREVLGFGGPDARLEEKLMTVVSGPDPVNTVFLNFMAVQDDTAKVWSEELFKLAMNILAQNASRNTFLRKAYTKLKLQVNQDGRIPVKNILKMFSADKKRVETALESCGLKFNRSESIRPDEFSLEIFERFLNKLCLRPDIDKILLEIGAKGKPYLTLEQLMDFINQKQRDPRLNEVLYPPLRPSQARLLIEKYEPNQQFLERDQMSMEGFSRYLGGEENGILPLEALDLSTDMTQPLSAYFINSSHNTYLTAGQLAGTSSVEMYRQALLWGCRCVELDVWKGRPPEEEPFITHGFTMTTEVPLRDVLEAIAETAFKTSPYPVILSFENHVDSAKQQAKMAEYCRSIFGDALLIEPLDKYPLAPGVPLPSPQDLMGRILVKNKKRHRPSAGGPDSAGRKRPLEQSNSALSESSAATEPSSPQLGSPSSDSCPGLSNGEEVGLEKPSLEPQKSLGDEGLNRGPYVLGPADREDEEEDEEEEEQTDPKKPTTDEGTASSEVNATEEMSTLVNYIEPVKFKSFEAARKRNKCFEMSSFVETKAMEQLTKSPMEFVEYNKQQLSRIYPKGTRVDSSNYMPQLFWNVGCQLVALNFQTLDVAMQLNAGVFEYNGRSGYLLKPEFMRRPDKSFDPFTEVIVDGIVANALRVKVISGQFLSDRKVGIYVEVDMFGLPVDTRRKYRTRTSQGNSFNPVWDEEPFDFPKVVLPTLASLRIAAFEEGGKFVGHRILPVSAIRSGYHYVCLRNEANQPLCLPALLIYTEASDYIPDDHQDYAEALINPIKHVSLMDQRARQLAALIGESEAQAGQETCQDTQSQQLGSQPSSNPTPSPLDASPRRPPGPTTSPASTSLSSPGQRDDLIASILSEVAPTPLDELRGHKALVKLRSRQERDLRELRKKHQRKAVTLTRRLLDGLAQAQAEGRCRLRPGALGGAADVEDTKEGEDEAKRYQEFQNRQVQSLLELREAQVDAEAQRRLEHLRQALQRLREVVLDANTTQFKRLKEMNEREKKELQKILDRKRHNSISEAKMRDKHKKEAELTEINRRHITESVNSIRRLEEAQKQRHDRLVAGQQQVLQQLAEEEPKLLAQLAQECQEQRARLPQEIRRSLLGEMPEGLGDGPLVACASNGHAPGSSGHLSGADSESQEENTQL
ADAM10 inh: inhibitors of human ADAM10; O14672; recombinant ADAM10, EDANS/DABCYL FRET peptide cleavage, 3 h; inhibition, % at 7 µM; 370,000 tested, 0.62% active; AID 720582;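 active means inhibition above a per-campaign cutoff equal to the mean of compounds falling between control-based bounds plus 3 SD, cut at about 20% in these data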;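 further: 0% = DMSO wells while the 100% control is not disclosed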
Active calls of the source: *. Random draw from the library; any-hit rate near 6.9%.

Screening Cc1nc(NCCO)c2nnn(Cc3ccccc3F)c2n1 returned hcDAF-12 act -0.3, DAX1 inh-1 0.6, hgDAF12 agonist 0.3, sPLA2-III inh 3, ssDAF-12 act -1.6, ADAM17 inh -4, DAX1 inh-2 0.5, GAA850 FXN act 0.8, PLCg1 inh -2, PLCb3 inh 2 and ADAM10 inh 8.
Screening O=C(Nc1ccc(C(=O)N2CCCC2)cc1)c1ccc2c(c1)OCO2 returned hcDAF-12 act 2.4, DAX1 inh-1 1.3, hgDAF12 agonist 3.2, sPLA2-III inh 4, ssDAF-12 act -0.8, ADAM17 inh -4, DAX1 inh-2 0.3, GAA850 FXN act 4.3, PLCg1 inh -3, PLCb3 inh -1 and ADAM10 inh 0.
`COc1cccc(-c2nnn(CC(=O)O)n2)c1` gave hcDAF-12 act -0.2, DAX1 inh-1 0.0, hgDAF12 agonist -2.3, sPLA2-III inh 4, ssDAF-12 act -1.1, ADAM17 inh -3, DAX1 inh-2 1.5, GAA850 FXN act 1.6, PLCg1 inh 0, PLCb3 inh 0 and ADAM10 inh -8.
`Cc1cc(=O)n(-c2ccc3ccccc3n2)[nH]1` gave hcDAF-12 act 2.5, DAX1 inh-1 0.1, hgDAF12 agonist -0.7, sPLA2-III inh 0, ssDAF-12 act -0.2, ADAM17 inh 0, DAX1 inh-2 2.1, GAA850 FXN act -1.6, PLCg1 inh -6, PLCb3 inh -4 and ADAM10 inh 2.
For CCCc1cc(N2CCCC(C(=O)Nc3ccc(OC)cc3OC)C2)n2ncnc2n1 (stereo not given) the results were hcDAF-12 act -2.7, DAX1 inh-1 -1.4, hgDAF12 agonist -2.2, sPLA2-III inh 2, ssDAF-12 act -1.7, ADAM17 inh -7, DAX1 inh-2 -1.4, GAA850 FXN act 0.0, PLCg1 inh 3, PLCb3 inh 1 and ADAM10 inh 7.
CC1CCC(NC(=O)CCNC(=O)c2ccccc2)CC1 (stereo not given) was read as hcDAF-12 act 1.7, DAX1 inh-1 -1.2, hgDAF12 agonist -2.9, sPLA2-III inh 2, ssDAF-12 act -0.7, ADAM17 inh 2, DAX1 inh-2 -2.9, GAA850 FXN act -2.0, PLCg1 inh 2, PLCb3 inh 0 and ADAM10 inh 4.
Screening COc1ccc(C(=O)NNC(=O)c2ccc3ccccc3n2)cc1 returned hcDAF-12 act -0.5, DAX1 inh-1 -0.1, hgDAF12 agonist 0.5, sPLA2-III inh 4, ssDAF-12 act -1.1, ADAM17 inh -25, DAX1 inh-2 -0.2, GAA850 FXN act 4.8, PLCg1 inh -240, PLCb3 inh -290 and ADAM10 inh -100.
Screening Cc1cc(C)c2nc(SCC(=O)Nc3cc(C)on3)c(C)cc2c1 returned hcDAF-12 act -3.5, DAX1 inh-1 0.0, hgDAF12 agonist -0.6, sPLA2-III inh 4, ssDAF-12 act -1.2, ADAM17 inh 2, DAX1 inh-2 0.4, GAA850 FXN act 0.3, PLCg1 inh 4, PLCb3 inh 4 and ADAM10 inh 2.
For Cc1ccc([N+](=O)[O-])cc1NC(=O)C(C)N1CCCCC1 (stereo not given) the results were hcDAF-12 act -1.1, DAX1 inh-1 -0.1, hgDAF12 agonist 2.0, sPLA2-III inh -3, ssDAF-12 act -1.5, ADAM17 inh 3, DAX1 inh-2 0.8, GAA850 FXN act 1.4, PLCg1 inh 2, PLCb3 inh 7 and ADAM10 inh 3.
`COC(=O)c1cc2c(cc1[N+](=O)[O-])OCO2` gave hcDAF-12 act -0.3, DAX1 inh-1 0.3, hgDAF12 agonist -0.2, sPLA2-III inh 5, ssDAF-12 act -0.2, ADAM17 inh -4, DAX1 inh-2 3.0, GAA850 FXN act 2.3, PLCg1 inh 2, PLCb3 inh 0 and ADAM10 inh -3.
`Cc1sc2nc(CSc3ccccc3)nc(N3CCOCC3)c2c1C` gave hcDAF-12 act -3.1, DAX1 inh-1 -0.6, hgDAF12 agonist -3.0, sPLA2-III inh -2, ssDAF-12 act -1.5, ADAM17 inh 0, DAX1 inh-2 0.7, GAA850 FXN act 6.8, PLCg1 inh -4, PLCb3 inh -1 and ADAM10 inh 1.
For Cc1onc(C(=O)NC(C)c2ccccc2)c1[N+](=O)[O-] (stereo not given) the results were hcDAF-12 act 0.7, DAX1 inh-1 0.7, hgDAF12 agonist -0.2, sPLA2-III inh -9, ssDAF-12 act -2.0, ADAM17 inh 0, DAX1 inh-2 1.3, GAA850 FXN act 2.6, PLCg1 inh 3, PLCb3 inh 1 and ADAM10 inh -6.

An excerpt from above in order of number of heavy atoms, rising.
`COc1cccc(-c2nnn(CC(=O)O)n2)c1` gave hcDAF-12 act -0.2, DAX1 inh-1 0.0, hgDAF12 agonist -2.3, sPLA2-III inh 4, ssDAF-12 act -1.1, ADAM17 inh -3, DAX1 inh-2 1.5, GAA850 FXN act 1.6, PLCg1 inh 0, PLCb3 inh 0 and ADAM10 inh -8.
For Cc1ccc([N+](=O)[O-])cc1NC(=O)C(C)N1CCCCC1 (stereo not given) the results were hcDAF-12 act -1.1, DAX1 inh-1 -0.1, hgDAF12 agonist 2.0, sPLA2-III inh -3, ssDAF-12 act -1.5, ADAM17 inh 3, DAX1 inh-2 0.8, GAA850 FXN act 1.4, PLCg1 inh 2, PLCb3 inh 7 and ADAM10 inh 3.
`Cc1sc2nc(CSc3ccccc3)nc(N3CCOCC3)c2c1C` gave hcDAF-12 act -3.1, DAX1 inh-1 -0.6, hgDAF12 agonist -3.0, sPLA2-III inh -2, ssDAF-12 act -1.5, ADAM17 inh 0, DAX1 inh-2 0.7, GAA850 FXN act 6.8, PLCg1 inh -4, PLCb3 inh -1 and ADAM10 inh 1.

Next section.
`O=c1cc(CN2CCN(S(=O)(=O)c3ccccc3)CC2)nc2ccc(Cl)cn12` gave hcDAF-12 act -0.8, DAX1 inh-1 -0.7, hgDAF12 agonist -3.5, sPLA2-III inh -2, ssDAF-12 act -1.0, ADAM17 inh -10, DAX1 inh-2 -0.2, GAA850 FXN act -0.1, PLCg1 inh -8, PLCb3 inh -11 and ADAM10 inh -18.
For CCCC[C@@H]1CNC(=O)C(=O)N1CCc1cccc(F)c1 the results were hcDAF-12 act 3.6, DAX1 inh-1 0.1, hgDAF12 agonist -0.4, sPLA2-III inh -4, ssDAF-12 act -0.5, ADAM17 inh -3, PLCg1 inh 1, PLCb3 inh 2 and ADAM10 inh 3.
For Cc1cc(C)nc(SCC(=O)OCC(=O)N(C)c2c(N)n(Cc3ccccc3)c(=O)[nH]c2=O)n1 the results were hcDAF-12 act -1.6, DAX1 inh-1 0.8, hgDAF12 agonist -0.3, sPLA2-III inh -6, ssDAF-12 act -0.7, ADAM17 inh -4, DAX1 inh-2 -0.1, GAA850 FXN act 1.2, PLCg1 inh 8, PLCb3 inh -2 and ADAM10 inh 10.
`CC1c2[nH]c3ccccc3c2C[C@H]2C(=O)N(CCCO)CC(=O)N12` (stereo not given in full) gave hcDAF-12 act -0.2, DAX1 inh-1 -0.3, hgDAF12 agonist -1.1, sPLA2-III inh 0, ssDAF-12 act -1.6, ADAM17 inh 0, DAX1 inh-2 0.7, GAA850 FXN act -0.4, PLCg1 inh 0, PLCb3 inh -6 and ADAM10 inh -2.
`COC(=O)CCC(=O)OC1(C)C(=O)C=C2C=C(C3CC3)N(CCN3CCOCC3)C=C2C1=O` (stereo not given) gave hcDAF-12 act -1.1, DAX1 inh-1 -0.5, hgDAF12 agonist -0.4, sPLA2-III inh 11, ssDAF-12 act -1.2, ADAM17 inh -6, DAX1 inh-2 -0.1, GAA850 FXN act 0.0, PLCg1 inh -12, PLCb3 inh -18 and ADAM10 inh -3.
`CCC(C)NC(=O)CCC(=O)Nc1ccc2nc(N3CCOCC3)cc(C)c2c1` (stereo not given) gave hcDAF-12 act 2.0, DAX1 inh-1 0.7, hgDAF12 agonist 4.6, sPLA2-III inh 1, ssDAF-12 act -0.9, ADAM17 inh -245, DAX1 inh-2 -0.3, GAA850 FXN act 1.1, PLCg1 inh -64, PLCb3 inh -93 and ADAM10 inh inactive.
For O=C(CCCOc1ccc(Cl)cc1Cl)NCCCn1ccnc1 the results were hcDAF-12 act -1.1, DAX1 inh-1 0.4, hgDAF12 agonist 2.0, sPLA2-III inh -15, ssDAF-12 act -1.6, ADAM17 inh 1, DAX1 inh-2 -0.6, GAA850 FXN act 0.6, PLCg1 inh 0, PLCb3 inh -1 and ADAM10 inh -5.
`CC1CCCN(S(=O)(=O)c2ccc(NC(=O)C3CCN(C(=O)C(C)(C)C)CC3)cc2)C1` (stereo not given) gave hcDAF-12 act -1.6, DAX1 inh-1 -0.9, hgDAF12 agonist -3.3, sPLA2-III inh -17, ssDAF-12 act -1.2, ADAM17 inh 3, DAX1 inh-2 -0.9, GAA850 FXN act 0.7, PLCg1 inh 3, PLCb3 inh -4 and ADAM10 inh -1.
Screening CCNC(=S)Nc1cc2oc3ccccc3c2cc1OC returned hcDAF-12 act 0.1, DAX1 inh-1 -0.8, hgDAF12 agonist 0.4, sPLA2-III inh 8, ssDAF-12 act -0.7, ADAM17 inh -40, DAX1 inh-2 0.3, GAA850 FXN act 1.1, PLCg1 inh -9, PLCb3 inh -17 and ADAM10 inh -120.
`O=C(CSc1ncccn1)NCCc1ccccc1` gave hcDAF-12 act -2.0, DAX1 inh-1 -0.5, hgDAF12 agonist 1.7, sPLA2-III inh 2, ssDAF-12 act -1.2, ADAM17 inh -3, DAX1 inh-2 1.5, GAA850 FXN act 1.2, PLCg1 inh 2, PLCb3 inh 2 and ADAM10 inh -3.
`Cc1ccc(NC(=O)CSc2nnc(-c3ccccc3F)n2-c2ccccc2)c(C)c1` gave hcDAF-12 act -2.5, DAX1 inh-1 -0.1, hgDAF12 agonist -4.1, sPLA2-III inh -1, ssDAF-12 act -1.6, ADAM17 inh 2, PLCg1 inh 3, PLCb3 inh -1 and ADAM10 inh 5.
For Cn1nc(C(C)(C)C)c(NC(=O)c2sccc2Cl)c1C(C)(C)C the results were hcDAF-12 act -1.8, DAX1 inh-1 -0.4, hgDAF12 agonist -0.4, sPLA2-III inh 9, ssDAF-12 act -1.0, ADAM17 inh -5, DAX1 inh-2 3.5, GAA850 FXN act -1.1, PLCg1 inh 0, PLCb3 inh 0 and ADAM10 inh 8.
`COc1cc(C(=O)Nc2ccccc2N2CCOCC2)ccc1OCc1c(C)noc1C` gave hcDAF-12 act -2.3, DAX1 inh-1 0.2, hgDAF12 agonist -3.8, sPLA2-III inh -4, ssDAF-12 act -1.3, ADAM17 inh 0, DAX1 inh-2 -1.2, GAA850 FXN act -0.2, PLCg1 inh -3, PLCb3 inh -1 and ADAM10 inh 1.
Cn1c(NCCc2ccccc2)cc(=O)n(C)c1=O was read as hcDAF-12 act -0.8, DAX1 inh-1 0.0, hgDAF12 agonist 0.5, sPLA2-III inh -2, ssDAF-12 act -1.3, ADAM17 inh -4, DAX1 inh-2 0.7, GAA850 FXN act -1.0, PLCg1 inh -1, PLCb3 inh -1 and ADAM10 inh -13.
For CC(=O)Nc1c2c(nn1-c1cccc(Cl)c1)CS(=O)(=O)C2 the results were hcDAF-12 act 1.4, DAX1 inh-1 -0.8, hgDAF12 agonist 0.0, sPLA2-III inh 1, ssDAF-12 act -1.1, ADAM17 inh 1, DAX1 inh-2 0.6, GAA850 FXN act 0.7, PLCg1 inh 2, PLCb3 inh -10 and ADAM10 inh 6.
